# Screens: PubChem BioAssay, National Center for Advancing Translational Sciences (NCATS)
# PI4K2A inh: blocks human PI4K2A kinase activity | Q9BTU6 | purified PI4K2A, ADP-Glo luminescence, 1 h; active compounds read low | activity change, negative = inhibition, % at 76.9 µM | hit rate 0.13% among 420,000; in the data active = activity change below about -50%; inconclusive = mostly about -30% to -49%;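 also: -100% = wells without enzyme as full effect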
#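 In this quantitative HTS, ADP production by PI4K2A was quantified luminescently after 1 h at ambient temperature; 100 microM adenosine served as plate-quality control.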
# GLS inh: glutaminase GLS (human) inhibition | GLS enzymatic activity, qHTS titration | Potency, µM (top dose mostly 45.5 µM), without a hit: at the highest dose activity change, negative = inhibition, usual class: inhibitors | hit rate 0.21% among 410,000 | AID 624170; active = well fitted inhibition curve with a large enough effect; inconclusive = small, poorly fitted or top-dose-only effect, or another doubt; inactive = no such curve, though single readings can be large or run the other way; also: potency is read from the fitted curve at half-maximal effect
# Target sequence (O94925 whole entry, looked up): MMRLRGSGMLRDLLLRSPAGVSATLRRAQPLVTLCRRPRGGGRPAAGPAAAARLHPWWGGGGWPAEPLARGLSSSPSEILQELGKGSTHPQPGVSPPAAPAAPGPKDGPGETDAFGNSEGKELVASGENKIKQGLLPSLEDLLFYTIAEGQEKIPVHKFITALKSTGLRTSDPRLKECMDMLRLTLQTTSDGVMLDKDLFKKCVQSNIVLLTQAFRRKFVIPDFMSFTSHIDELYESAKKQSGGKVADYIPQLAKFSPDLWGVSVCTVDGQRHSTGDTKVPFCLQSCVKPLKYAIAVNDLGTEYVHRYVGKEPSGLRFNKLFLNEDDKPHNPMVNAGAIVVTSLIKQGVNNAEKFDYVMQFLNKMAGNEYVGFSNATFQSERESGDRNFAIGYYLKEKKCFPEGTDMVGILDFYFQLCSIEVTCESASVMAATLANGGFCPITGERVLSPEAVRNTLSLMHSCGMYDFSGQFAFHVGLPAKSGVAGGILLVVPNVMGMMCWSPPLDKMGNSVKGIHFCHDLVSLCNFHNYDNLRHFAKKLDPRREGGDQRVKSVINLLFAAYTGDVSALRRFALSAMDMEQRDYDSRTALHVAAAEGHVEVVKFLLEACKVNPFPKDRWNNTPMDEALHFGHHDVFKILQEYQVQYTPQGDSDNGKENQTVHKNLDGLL
#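 Glutamate formation by hKGA was monitored fluorometrically using coupled glutamate oxidase, HRP and Amplex Red. Substrate was added as 1 mM L-glutamine solution; incubation was 30 min at RT after an initial read.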
# * marks the source's active call; other numbers are inactive results; u = inconclusive; [ ] = dose if it differs, or a comment. Unless noted, % is scaled to controls: 0 for no effect and ±100 for the full control effect. An excerpt, so the mix of outcomes need not match the whole.
compound | GLS inh | PI4K2A inh
COC(=O)N1CCCCC1c1cc(C(=O)NCc2ccc(F)cc2)no1 (centres undefined) | 0% | -1
Cc1cc2nc(-c3ccc(F)cc3)c(Cc3cccc(Cl)c3)n2c(C)c1Br | 0% | 3
COCCNc1ncnc2c1ncn2[C@H]1CN(Cc2ccccc2)C[C@@H](CO)O1 | 1% | -2
COC(=O)[C@@]1(Cc2ccc(F)cc2)[C@H]2c3cc(C(=O)N4CCCC4)n(C[C@H](O)CO)c3C[C@H]2CN1C(=O)c1ccccc1 | 2% | -4
O=C(NC(c1ccc(Cl)cc1)c1ccsc1)C1CCN(Cc2cccc(C(F)(F)F)c2)CC1 (centres undefined) | -4% | -1
COCCCN1C(=O)C(CC(=O)NC2CCCCC2)CC(C(=O)N(C(C)C)C(C)C)=C1C (centres undefined) | 3% | -3
COc1ccccc1CNC(=O)Nc1nc(C(N)CCc2ccccc2)cs1 (centres undefined) | 10% | 0
O=C(NCc1cccnc1)c1cc(C2CCCN(S(=O)(=O)c3cccs3)C2)on1 (centres undefined) | 4% | 0
c1ccc(CN(Cc2ccccc2)C(c2ccnc3ccccc23)c2nnnn2-c2ccc3c(c2)OCCO3)cc1 (centres undefined) | -4% | 10
CCCCCCn1cc(CN(C)C2CN(Cc3cn(CCCCCC)nn3)S(=O)(=O)C2)nn1 (centres undefined) | -7% | -8
CC1(c2nc3ccccc3[nH]2)CCCC2=Nc3ccccc3CN21 (centres undefined) | 7% | 3
CCCC[C@@H]1Cc2[nH][nH]c(=O)c2[C@H](c2ccc3ccccc3c2)O1 | 21% | -13
C[C@H](c1ccccc1)N1C[C@H](COCc2ccccc2)Oc2cc(N3CCC[C@H]3CO)ccc2S1(=O)=O | -4% | -2
NC(CSCc1ccccc1)C(=O)Nc1ccc([N+](=O)[O-])cc1 (centres undefined) | 6% | 1
Cc1cc(F)ccc1-c1cc(C(=O)NCc2cccc(C(F)(F)F)c2)[nH]n1 | -1% | 1
O=S1(=O)CC(N2CCC(Cc3ccccc3)CC2)CN1Cc1ccccc1 (centres undefined) | 1% | 0

# Shown with values under each structure: 16 of the compounds above.
# Below each SMILES – GLS inh | PI4K2A inh
> COC(=O)N1CCCCC1c1cc(C(=O)NCc2ccc(F)cc2)no1 (centres undefined)
  0% | -1
> Cc1cc2nc(-c3ccc(F)cc3)c(Cc3cccc(Cl)c3)n2c(C)c1Br
  0% | 3
> COCCNc1ncnc2c1ncn2[C@H]1CN(Cc2ccccc2)C[C@@H](CO)O1
  1% | -2
> COC(=O)[C@@]1(Cc2ccc(F)cc2)[C@H]2c3cc(C(=O)N4CCCC4)n(C[C@H](O)CO)c3C[C@H]2CN1C(=O)c1ccccc1
  2% | -4
> O=C(NC(c1ccc(Cl)cc1)c1ccsc1)C1CCN(Cc2cccc(C(F)(F)F)c2)CC1 (centres undefined)
  -4% | -1
> COCCCN1C(=O)C(CC(=O)NC2CCCCC2)CC(C(=O)N(C(C)C)C(C)C)=C1C (centres undefined)
  3% | -3
> COc1ccccc1CNC(=O)Nc1nc(C(N)CCc2ccccc2)cs1 (centres undefined)
  10% | 0
> O=C(NCc1cccnc1)c1cc(C2CCCN(S(=O)(=O)c3cccs3)C2)on1 (centres undefined)
  4% | 0
> c1ccc(CN(Cc2ccccc2)C(c2ccnc3ccccc23)c2nnnn2-c2ccc3c(c2)OCCO3)cc1 (centres undefined)
  -4% | 10
> CCCCCCn1cc(CN(C)C2CN(Cc3cn(CCCCCC)nn3)S(=O)(=O)C2)nn1 (centres undefined)
  -7% | -8
> CC1(c2nc3ccccc3[nH]2)CCCC2=Nc3ccccc3CN21 (centres undefined)
  7% | 3
> CCCC[C@@H]1Cc2[nH][nH]c(=O)c2[C@H](c2ccc3ccccc3c2)O1
  21% | -13
> C[C@H](c1ccccc1)N1C[C@H](COCc2ccccc2)Oc2cc(N3CCC[C@H]3CO)ccc2S1(=O)=O
  -4% | -2
> NC(CSCc1ccccc1)C(=O)Nc1ccc([N+](=O)[O-])cc1 (centres undefined)
  6% | 1
> Cc1cc(F)ccc1-c1cc(C(=O)NCc2cccc(C(F)(F)F)c2)[nH]n1
  -1% | 1
> O=S1(=O)CC(N2CCC(Cc3ccccc3)CC2)CN1Cc1ccccc1 (centres undefined)
  1% | 0

# Following part
compound | GLS inh | PI4K2A inh
O=S1(=O)CC(N2CCCC2)CN1Cc1cn(Cc2cccc(C(F)(F)F)c2)nn1 (centres undefined) | 1% | -2
COc1ccc(S(=O)(=O)N2CCCCC2c2cc(C(=O)Nc3ccc(OC)cc3C)no2)cc1 (centres undefined) | -3% | -4
Cc1ccc(F)c(S(=O)(=O)NC(=O)C2(C)CCN2C(=O)Cc2ccccc2Cl)c1 (centres undefined) | 0% | 3
Cc1ccc(S(=O)(=O)Nc2ccccc2NS(=O)(=O)c2ccc(C)cc2)cc1 | 20% | -1
O=C(NC1CCCCC1)c1ccc(-c2cn[nH]c2)c2ccoc12 | 1% | 0
CSCCC(C(=O)Nc1c(C)cccc1C)N1CCN(C/C=C/c2ccccc2)CC1 (centres undefined) | -1% | 1
O=[N+]([O-])c1ccc2c(c1)C(N1CCN(CCO)CC1)Cc1ccc(F)cc1S2 (centres undefined) | 5% | -12
CCc1nc2c(OCCOc3ccccc3)cccn2c1N(C=O)Cc1ccc(OC)cc1 | 0% | 2
Cc1ccc(Cc2c(-c3cccc(Cl)c3)nc3ccc(Br)cn23)cc1 | 19% | -9
CC1(Cc2cc(Cl)ccc2C(F)(F)F)C(=O)Nc2cc(-c3ccccc3Cl)ccc21 (centres undefined) | 5% | 0
COc1ccc(-c2ccc(C(=O)Nc3cc(OC)c(OC)c(OC)c3)c3occc23)c(C)c1 | 0% | 0
NC(Cc1ccc(Cl)cc1)c1csc(Nc2ccc(C(=O)NCCCO)cn2)n1 (centres undefined) | 12% | -2
CCC(=O)N1CCC1(C)C(=O)NS(=O)(=O)c1cccc(C#N)c1 (centres undefined) | 5% | 4
COc1ccccc1Cc1c(C2CCCCC2)nc2ccc(Cl)cn12 | 3% | 1
O=C1[C@H]2[C@@H]3CCN1CCC[C@@H]2C=C[C@@H]3c1ccc(Br)cc1 | -8% | -2
CC(=O)c1cccc(-c2ccnc3c2CC(C(=O)NCCc2ccccc2)O3)c1 (centres undefined) | -14% | -1
CCc1nc2c(OCC(=O)C(C)(C)C)cccn2c1N(C)C(=O)c1ccco1 | 0% | 1
Clc1ccccc1Nc1nc(NCC2CC2)nc2ccsc12 | -6% | 4
CCc1nc2c(OCCn3cccc3)cccn2c1N(C=O)Cc1ccc(OC)cc1 | -3% | -2
O=C(Nc1c(-c2ccccc2)[nH][nH]c1=O)c1ccco1 | 56%[activator] | -19
COc1ccccc1C(=O)NCC[N+](C)(C)C | -10% | 0
CCCCC[C@H](C)N1C[C@H](COCc2ccccc2)Oc2cc(N3CC[C@H](O)C3)ccc2S1(=O)=O | 3% | 6
CCCCN1C(=O)C(CC(=O)NCc2ccco2)CC(C(=O)N2CCCCCC2)=C1C (centres undefined) | -5% | -2
CCCCn1nnnc1C(c1ccccc1)N1CCN(c2ncc(C(F)(F)F)cc2Cl)CC1 (centres undefined) | 2% | -10
CCOC(=O)C1=CCN(S(=O)(=O)c2ccccc2F)C1c1ccc(Cl)c(Cl)c1 (centres undefined) | 7% | 0
CN(N=Nc1nc[nH]c1C(N)=O)C1CCCCC1 | 13% | 1
CCCOc1ccc(F)cc1-c1cc(C(=O)NCc2cc(OC)cc(OC)c2)[nH]n1 | 0% | 0
COc1cc(NC(=O)Nc2nnc([C@H]3C[C@H](O)[C@@H](CO)O3)s2)cc(OC)c1 | 6% | -2
CC1=C(C(=O)N2CCCCCC2)CC(CC(=O)NC2CCCCC2)C(=O)N1CCC1=CCCCC1 (centres undefined) | -18% | -3
COC(=O)c1ccc2nc(-c3ccc(C)cc3)c(Cc3ccc(C)cc3)n2c1 | 0% | -5
CCN(CC)c1ncnc2c1ncn2[C@H]1CN(Cc2ccncc2)C[C@@H](CO)O1 | 1% | -2
COCCCNC(=O)C[C@@H]1C[C@@]2(C(=O)OC)CCCCC=C2N(CCC2=CCCCC2)C1=O | -10% | 6
CCCCN1CC(N2CCN(C3CCN(C)CC3)CC2)CS1(=O)=O (centres undefined) | -1% | -2
COCCNC(=O)C1(C)Cc2c(-c3ccc(N(C)C)cc3)ccnc2O1 (centres undefined) | 40%[activator] | 3
O=C(C1=NOC2(C1)C(=O)Nc1ccccc12)N1CCOCC1 (centres undefined) | -4% | 0
CC(=O)NC(c1ccc(F)c(F)c1)c1nc(-c2cccc(C(C)C)c2)cs1 (centres undefined) | 3% | -5
CC1(C(=O)NS(=O)(=O)c2cccc(OC(F)F)c2)CCN1C(=O)c1cccc(F)c1 (centres undefined) | 0% | 0
O=S1(=O)CC(N2CCN(Cc3ccccc3F)CC2)CN1Cc1cn(Cc2ccc(C(F)(F)F)cc2)nn1 (centres undefined) | -8% | -12
CCOC(=O)C1=C[C@@H](CC)N(S(=O)(=O)c2ccccc2)[C@H]1c1ccccc1 | -1% | -1
COc1ccccc1Cc1c(-c2ccccc2)nc2cc(C)c(Br)c(C)n12 | 17% | -2
COc1ccc(C(O)c2ncc(-c3cccc4ccccc34)[nH]2)cc1F (centres undefined) | 0% | 4
CN(C)Cc1csc(NC(=O)Nc2ccccc2-c2ccccc2)n1 | 16% | 1
COc1ccccc1-c1cc(NC(C)=O)c2ncc(-c3cccc(C(C)=O)c3)n2c1 | 0% | -11
COc1ccc(-c2cnc3c(NC(C)=O)cc(-c4cccc(NS(C)(=O)=O)c4)cn23)cc1OC | u | 2
Cc1nc2c(OCCOc3ccc(F)cc3)cccn2c1N(C)C(=O)CCC1CCCC1 | 4% | -6
CCNC(=O)C1(C)CCCN1Cc1ccccc1Cl (centres undefined) | -6% | 6
CC1(C(=O)NS(=O)(=O)c2ccccc2)CCN1C(=O)c1cccc2ccccc12 (centres undefined) | 12% | -1
COc1cnc(-c2cccc(C(F)(F)F)c2)c(NC(=O)c2cc3ccccc3s2)n1 | 1% | 2
Clc1cccc(Cc2c(-c3ccccc3)nc3ccc(Cl)cn23)c1 | 2% | -3
CCOc1ccc(Cl)cc1-c1cc(C(=O)NCCOC)[nH]n1 | 1% | 2
CCCNC(=O)C1(C)CCN(C(=O)c2ccc(F)c(Cl)c2)C1 (centres undefined) | 2% | -1
O=C1NC[C@H](CCCCN2CCN(CC3CCCCC3)C(=O)C2=O)N(Cc2ccccc2)C1=O | 2% | 2
CCc1nc2ccc(C(=O)NCCN3CCNC3=O)cn2c1N(C)Cc1ccc(OC)cc1 | 13% | -7
CC1(C(=O)Nc2ccc(Cl)cc2)Cc2c(-c3cccc(C(N)=O)c3)ccnc2O1 (centres undefined) | -3% | -5
CC1(C(=O)Nc2cccc3c2CCCC3)CCN1C(=O)c1cccc(F)c1 (centres undefined) | 0% | -4
O=C(CC[C@H]1O[C@@H](n2ccc(=O)[nH]c2=O)[C@H](O)[C@@H]1O)NCCc1c[nH]c2ccccc12 | -4% | -2

# Continuation.
compound | GLS inh | PI4K2A inh
COc1ccc(OC)c(NC(=O)C2(C)CCN2Cc2cccc(OC)c2OC)c1 (centres undefined) | 11% | -1
COc1ccccc1Cc1c(-c2ccc(Cl)cc2)nc2c(C)cc(Br)cn12 | 15% | -1
O=C(NCc1ccc(Br)cc1)OC1CC2CC1[C@H]1CCCCN1C2=O (some centres undefined) | -1% | -1
CCCc1nc2ccc(C)cn2c1Cc1ccc(OC)cc1C | 19% | -15
Cc1ccc(Cn2cc(CN3CC(N4CCN(Cc5cccc(C)c5)CC4)CS3(=O)=O)nn2)cc1 (centres undefined) | 0% | -6
CC1=C(C(=O)N(C(C)C)C(C)C)CC(CC(=O)NC(c2ccccc2)c2ccccc2)C(=O)N1Cc1ccc(F)cc1 (centres undefined) | -5% | 1
COC(=O)c1cccc(OCCCN2CCC(C(O)(c3ccccc3)c3ccccc3)CC2)c1 | -4% | 7
CC(C)CCNC(=O)C1(C)CCN1Cc1ccc2ccccc2c1 (centres undefined) | 5% | -2
O=C(Nc1ccc2c(c1)OCO2)c1cc(C2CCCCN2C(=O)OCCF)on1 (centres undefined) | -3% | 3
O=C(/C=C/[C@H]1O[C@@H](n2cnc3c(NC(=O)c4ccccc4)ncnc32)[C@H](O)[C@@H]1O)NCC(c1ccccc1)c1ccccc1 | 11% | 3
Cc1nc2c(OCc3cccc(Cl)c3)cccn2c1N(C)CC1CC1 | 17% | -1
COc1cccc(-c2cccc3c2NC(=O)C3(C)Cc2ccccc2F)c1 (centres undefined) | 16% | -4
Cc1ccc(CNC(=O)[C@H]2O[C@@H](n3ccc(N)nc3=O)[C@H](O)[C@@H]2O)o1 | -11% | -1
O=C(CC[C@H]1O[C@@H](n2ccc(=O)[nH]c2=O)[C@H](O)[C@@H]1O)NC1CCN(Cc2ccccc2)C1 (some centres undefined) | 2% | 0
CC(=O)Nc1cccc(-c2csc(C(O)c3ccc(F)c(F)c3)n2)c1 (centres undefined) | -4% | 0
Cc1ccc(F)cc1C(=O)N1CCC1(C)C(=O)O (centres undefined) | 9% | -2
COc1ccc(C(C)(NC(C)=O)c2nc(-c3ccc(F)cc3OC)cs2)cc1 (centres undefined) | 1% | -5
CC(=O)OC(C(=O)Nc1nncs1)c1ccccc1 (centres undefined) | 4% | -3
CC(=O)Nc1ccc(NC(=O)C2(C)Cc3c(-c4ccc5c(c4)OCO5)ccnc3O2)cc1 (centres undefined) | 12% | -7
CCNC(=O)C1(C)CCCN1C(=O)c1cc(OC)c(OC)c(OC)c1 (centres undefined) | 1% | -1
